Screens from PubChem BioAssay.
GPR151 activ – activates the human receptor GPR151; AID 1508602; PathHunter beta-arrestin GPR151 cells, luminescence; activation, % at 11.2 µM; Q8TDV0; hit rate 1% among 650,000; in the data active means activation above about 4.9%;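 further: 0% = median of compound wells and 100% = cells with positive control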
Target sequence (Q8TDV0 whole entry, looked up): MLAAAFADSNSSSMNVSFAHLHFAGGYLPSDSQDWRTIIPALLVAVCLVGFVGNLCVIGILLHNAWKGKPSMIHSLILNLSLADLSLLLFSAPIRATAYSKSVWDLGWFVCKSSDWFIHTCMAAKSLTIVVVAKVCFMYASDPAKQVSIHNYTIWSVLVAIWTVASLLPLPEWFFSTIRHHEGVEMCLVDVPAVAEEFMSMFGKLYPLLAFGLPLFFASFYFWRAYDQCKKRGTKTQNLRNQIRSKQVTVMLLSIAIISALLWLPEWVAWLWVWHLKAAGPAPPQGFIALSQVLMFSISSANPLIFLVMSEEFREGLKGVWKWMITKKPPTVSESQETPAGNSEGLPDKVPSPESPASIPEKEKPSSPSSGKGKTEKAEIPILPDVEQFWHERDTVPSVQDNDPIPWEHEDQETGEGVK
FBW7 act – activators of human E3 ligase FBW7 | AlphaScreen FBW7–phospho-cyclin E peptide binding, activator screen | normalized activity (activation), % at 26.1 µM | hit rate 0.13% among 650,000; in the data active means normalized activity above about 1.9%;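 further: purified mutant Fbw7 with reduced substrate affinity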
TEAD-YAP block – TEAD-YAP interaction inhibition; HEK-TIYL cells, TEAD-Gal4/YAP UAS-luciferase luminescence; hit rate 1.4% among 640,000; inhibition, % at 9.12 µM; in the data active means inhibition above about 32%;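 further: 0% = median of test compound wells and 100% = reference inhibitor wells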
MITF primary – blocks human microphthalmia-associated transcription factor | hit rate 0.91% among 650,000 | O75030 | AlphaScreen MITF homodimerization, bead proximity signal | inhibition, % at 2.6 µM; in the data active means inhibition above about 50%;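 further: 0% = vehicle wells with protein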
Target sequence (O75030 whole entry, looked up): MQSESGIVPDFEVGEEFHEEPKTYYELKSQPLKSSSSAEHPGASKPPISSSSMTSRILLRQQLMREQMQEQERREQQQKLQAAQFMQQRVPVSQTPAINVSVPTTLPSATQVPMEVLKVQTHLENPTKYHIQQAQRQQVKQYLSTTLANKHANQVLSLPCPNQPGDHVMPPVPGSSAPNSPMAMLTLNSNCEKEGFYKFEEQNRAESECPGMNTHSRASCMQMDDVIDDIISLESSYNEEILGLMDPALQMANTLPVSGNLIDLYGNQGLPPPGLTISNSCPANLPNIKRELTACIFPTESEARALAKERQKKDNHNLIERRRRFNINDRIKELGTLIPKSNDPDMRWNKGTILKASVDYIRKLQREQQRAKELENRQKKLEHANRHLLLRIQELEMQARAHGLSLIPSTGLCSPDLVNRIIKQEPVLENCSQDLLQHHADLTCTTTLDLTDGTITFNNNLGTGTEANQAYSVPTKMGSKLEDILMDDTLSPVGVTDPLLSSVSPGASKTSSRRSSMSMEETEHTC
* hit, by the source's call; & = joins results of further samples.

Molecule,GPR151 activ,FBW7 act,TEAD-YAP block,MITF primary
CN(C)c1cccc(Nc2nccc(NCc3ccccc3)n2)c1,0.6,-0.3,-5,18
NC(=O)c1cc(N2CCN(c3ccccn3)CC2)nc2ccccc12,-1.8,0.0,-10,-6
Cc1ccc(NS(=O)(=O)c2ccc(Br)c(C(=O)O)c2)c(Cl)c1,0.0,0.0,-1,7
CCCS(=O)(=O)Nc1ccc2cn[nH]c2c1,1.1,0.0,4,-9
O=c1[nH]ncc(N/N=C\c2ccc(O)c([N+](=O)[O-])c2)c1Cl,-3.2,0.9,6,22
O=C(C1=COCCO1)N(Cc1cccnc1)c1nc2ccc(F)cc2s1,1.2,0.0,-38,-4
CCc1ccc(OCCNC(=O)OC)cc1,-1.2,0.5,2,13
CCOc1ccc2[nH]c(=O)c(C(c3nnnn3CCOC)N3CCCC3)cc2c1 (centres undefined),0.5,0.1,5,12
CCCCN(CC)CCCNC(=O)CSc1cc(=O)n(CC)c2ccccc12,0.1,-0.3,0,-9
COc1ccc(NC(=O)C2C(=O)N(C)C3(C)CC2c2ccccc2O3)cc1 (centres undefined),0.3,0.1,-8,24
CCc1ccc(NC(=O)CSc2nc3ccccc3c(=O)n2CCCC(=O)NCC2CCCO2)cc1 (centres undefined),0.8,-0.1,6,4
CC1C=CCC2C(=O)N(c3cccc(C(=O)OCC(=O)c4ccc(Cl)c([N+](=O)[O-])c4)c3)C(=O)C12 (centres undefined),0.2,0.0,-5,7
O=C(N/N=C\C(Br)=C\c1ccccc1)c1ccc([N+](=O)[O-])cc1,-0.8,-0.1,6,3
c1cc2c(cc1CN1CCOCC1)CN(Cc1ccc3c(c1)CCO3)CCO2,0.5,0.0,9,10
COc1cccc2cc(/C(C)=N/Nc3ccc([N+](=O)[O-])cc3[N+](=O)[O-])c(=O)oc12,-0.2,-0.1,-10,3

Additional results:
Molecule,GPR151 activ,FBW7 act,TEAD-YAP block,MITF primary
Cc1ccc2c(CN3CCCCC3)cc(=O)oc2c1C,0.5,-0.1,-18,-4
COCCN1C(=O)c2[nH]nc(-c3ccccc3O)c2C1c1ccc(Br)cc1 (centres undefined),0.4,0.1,5,1
CC1(C)CC(NC(=O)CCc2nnc(-c3ccc4c(c3)OCO4)o2)CC(C)(C)C1,0.7,0.0,-3,5
O=C(C1CCCCC1)N1CCN(c2ccccc2F)CC1,-0.1,-0.2,9,1
Cn1nc2c(c1NC(=O)/C=C/c1cccs1)CCC2,0.3,0.2,-6,5
COc1cc(S(=O)(=O)Nc2cccnc2)ccc1F,0.4,-0.3,14,6
c1ccc2c3c([nH]c2c1)CCNC3,0.8,0.1,0,4
CC1=C(c2ccc(C)cc2)S(=O)(=O)N=C1Nc1cccc(Cl)c1C,0.4,-0.1,-19,2
O=C(CCCn1c(SCc2ccc(Cl)cc2)nc2ccccc2c1=O)NCc1cccc(Cl)c1,-1.0,0.3,0,1
COc1ccc(C2=NN(C(=O)c3ccco3)C(c3cc4ccc(OC)cc4nc3Cl)C2)cc1 (centres undefined),0.4,-0.1,5,1
O=C(CSc1nc(O)c(-c2ccccc2)c(=O)[nH]1)N1CCCCCC1,3.2,-0.1,9,7
CCOc1ccc(C2(c3ccccc3Cl)CCCCC2)cc1,-0.5,0.4,3,16
Cc1ccc(C)c(NC(=O)CN(C)S(=O)(=O)c2cnc[nH]2)c1,0.0,0.1,1,4
Cc1ccc(NC(=O)CSc2ccc3nnc(-c4ccccc4)n3n2)cc1,0.3,-0.1,2,-13
CCc1nn2c(C)c(C)c(C)nc2c1C,-0.3,0.1,10,-11

(cont.)
Molecule,GPR151 activ,FBW7 act,TEAD-YAP block,MITF primary
CCCn1cc(S(=O)(=O)c2ccccc2)c(=O)c2cc(Cl)ccc21,-2.5,-0.1,-2,-2
Cc1cc(C(C)(C)C)cc(S(=O)(=O)Nc2c(C)n(C)n(-c3ccccc3)c2=O)c1C,0.8,0.0,-2,1
O=C1CCCC2=C1C(c1ccc(OCc3ccccc3F)cc1)C1=C(CCCC1=O)O2,4.2,-0.2,-1,7
O=C1CC(SCc2nc3ccccc3[nH]2)C(=O)N1c1cccc(F)c1 (centres undefined),1.3,0.6,-7,-1
COC(=O)Oc1ccc2c(=O)c(Oc3ccccc3Cl)coc2c1,-1.4,0.0,-1,14
Cc1cccn2cc(COc3ccc(Cl)cc3)nc12,0.1,0.1,-48,11
O=C(CSc1ccccc1)Nc1ccc(F)c(F)c1,2.7,0.2,-19,-2
COc1cccc(CNC(=O)c2cnn3c(C)c(Cc4ccc(C)cc4)c(C)nc23)c1,1.3,0.1,2,7
N#Cc1c(NC(=O)c2cc(C3CC3)on2)sc2c1CCC2,0.2,-0.1,2,-3
CC1CC(CC(C)C(=O)Nc2ccc(Cl)cc2Cl)C(=O)O1 (centres undefined),0.5,-0.1,-5,-10
C=CCOC(=O)C1=C(C)NC(=O)NC1c1ccccc1 (centres undefined),0.3,0.3,4,6
COc1cc(C2C(C(=O)OC(C)C)=C(C)NC3=C2C(=O)CC(C)(C)C3)cc(Cl)c1O (centres undefined),0.8,0.0,5,-6
CC(C)OCC(O)CS(=O)(=O)Cc1ccc(Cl)cc1 (centres undefined),-0.8,0.1,-2,10
COc1ccc(OC)c(/C=N/NC(=O)c2ccc3ccccc3n2)c1,0.2,0.8,3,12
NC(=S)/N=N/c1[nH]c(N)c2ccccc12,0.1,0.0,-2,14

(list continues)
Molecule,GPR151 activ,FBW7 act,TEAD-YAP block,MITF primary
CN=C1S/C(=C\c2sccc2C)C(=O)N1C,-0.3,0.7,-6,12
Cc1cccc(N2CCN(C(=O)CCN3C(=O)C4CCCCC4C3=O)CC2)c1C (centres undefined),1.8,0.0,2,4
O=C(O)C1Cc2ccccc2CN1C(=O)COc1ccc(Cl)cc1Cl (centres undefined),1.5,0.0,-8,-2
O=[N+]([O-])c1ccc2c(OCc3csc(-c4ccccc4)n3)ncnc2c1,-1.0,0.6,-3,6
COc1ccc(Cn2c(=O)[nH]c3cc(C(=O)O)ccc3c2=O)cc1,1.6,0.0,3,1
O=C(NCc1cccnc1)c1cccc(OC2CCN(C(=O)C3=CCCC3)CC2)c1,2.7,-0.1,8,2
O=c1[nH]c(=S)[nH]c2c1C(C1CCCCC1)Cc1ccccc1-2 (centres undefined),0.5,0.0,2,4
CC(=O)NCCc1ccc(S(=O)(=O)N2CCCCC2)cc1,-2.2,0.0,-2,-6
COc1ccc(-c2ccc(C(=O)NCCCN3CCCC3=O)s2)cn1,0.0,0.0,-3,8
CCCn1c(SCC(=O)N2CCCC(C)C2)nnc1-c1cccnc1 (centres undefined),0.0,-0.1,-7,8
CC(C)(CC(=O)O)Cc1nc(-c2ccc(Cl)cc2)no1,0.0,0.1,-9,-5
O=C(O)CSc1ccc2nnc(-c3ccc(F)cc3)n2n1,0.4,0.4,-2,22
O=C(NCCC1=CCCCC1)c1cccn2c(=O)c3ccccc3nc12,-0.1,0.5,5,0
C/C(=N/NC(=O)c1ccccc1Br)c1cccc(NC(=O)C2CC2)c1,-0.4,0.1,-8,15
O=C(Nc1ccc2c(c1)OCCO2)c1cc(=O)c(OCc2ccccc2)c[nH]1,8.1*,-0.1,4,-1

A draw from above in order of length of the SMILES, low to high:
Molecule,GPR151 activ,FBW7 act,TEAD-YAP block,MITF primary
CN=C1S/C(=C\c2sccc2C)C(=O)N1C,-0.3,0.7,-6,12
O=C(O)C1Cc2ccccc2CN1C(=O)COc1ccc(Cl)cc1Cl (centres undefined),1.5,0.0,-8,-2
COc1ccc(Cn2c(=O)[nH]c3cc(C(=O)O)ccc3c2=O)cc1,1.6,0.0,3,1
O=[N+]([O-])c1ccc2c(OCc3csc(-c4ccccc4)n3)ncnc2c1,-1.0,0.6,-3,6
O=C(Nc1ccc2c(c1)OCCO2)c1cc(=O)c(OCc2ccccc2)c[nH]1,8.1*,-0.1,4,-1

(more compounds)
Molecule,GPR151 activ,FBW7 act,TEAD-YAP block,MITF primary
O=C(COc1ccc2c3c(c(=O)oc2c1)CCC3)c1ccccc1,1.5,0.0,-2,11
COC(=O)C1[C@H]2C[C@@H]3c4[nH]c5cc(OC)ccc5c4CCN3C[C@H]2C[C@@H](OC(=O)c2cc(OC)c(OC)c(OC)c2)[C@@H]1OC (some centres undefined),-0.9&1.8&-0.1&0.6&-2.0&-0.2,-0.1&-0.1&-0.2&0.1&-0.2&0.5,9&4&-5&14&-9,4&-3&6&-5&33&-11
CC1(C)CC2(CC(C)(C)N1)OC(=O)N1CCc3ccccc3C12C (centres undefined),4.1,0.0,7,4
O=[N+]([O-])c1ccc(Cl)cc1CNc1cccc(F)c1,0.5,-0.3,-15,4
COC(=O)Cc1c(C)c2ccc(OCC(=O)N3CCC(C)CC3)c(C)c2oc1=O,-1.2,-0.1,12,6
CCCCCCn1c(C)cn2c3c(=O)n(CC(N)=O)c(=O)n(C)c3nc12,0.4,0.0,6,7
COc1ccc(Cl)cc1C(=O)Nc1cc(-c2nc3ncccc3o2)ccc1C,0.8,0.1,0,3
O=C(CNS(=O)(=O)c1ccc2nsnc2c1)NCCc1ccccc1,-0.5,0.0,8,11
C(=N\c1nc2ccccc2n1CCN1CCOCC1)/c1ccc2c(c1)OCO2,-1.0,-0.2,6,-9
CCCCNc1nc(SCC(=O)Nc2cccc(C(F)(F)F)c2)nc2ccccc12,-0.3,0.2,-9,-7
Cc1ccccc1NS(=O)(=O)c1cccc(C(=O)Nc2ccc([N+](=O)[O-])cc2)c1,-0.7,-0.1,1,6
COc1cccc(CC(=O)N2CCN(c3ccc(N4CCOCC4)nn3)CC2)c1,0.2,0.4,-4,-15
Clc1ccccc1CN1CCC(N2CCCCC2)CC1,-0.8,-0.1,6,-4
O=C(NCCc1ccc(Cl)cc1)C1CCN(C(=O)N2CCOc3ccccc32)CC1,-2.1,0.5,5,12
CCCOc1ccc(-c2nc3s/c(=C\c4ccccc4)c(=O)n3n2)cc1,-0.3,0.1,0,21

More records:
Molecule,GPR151 activ,FBW7 act,TEAD-YAP block,MITF primary
CCOC(=O)C1=C(C)N(Cc2ccccc2)C(=O)NC1c1ccccc1F (centres undefined),-0.9,0.0,1,0
CC(=O)c1cccc(NC(=O)c2cc3nc(-c4ccc(Cl)cc4)cc(C(F)(F)F)n3n2)c1,0.4,-0.1,6,7
COc1ccccc1CC(=O)N1CCCc2ccccc21,0.9,-0.1,28,-8
CC(C)(C)C(=O)COC(=O)CNC(=O)c1ccc(Cl)cc1Cl,0.7,0.0,0,0
COc1cc(OC)c(OC)cc1C=C1C(=O)OC(C)(c2ccccc2)OC1=O (centres undefined),0.5,0.0,9,11
O=S(=O)(NCc1ccccn1)c1ccc(-c2ccc(Cl)cc2)cc1,2.0,1.3,1,-2
NNC(=O)c1cc(-c2ccccc2)nc2ccc(Br)cc12,1.1,0.0,-4,-5
Cc1ccc(S(=O)(=O)N2CCC(C)CC2)cc1C(=O)O,0.7,-0.1,-1,-17
Clc1ccc(CNc2nc3ccccc3n2CCN2CCOCC2)cc1,-0.4,0.0,-19,-7
Cc1ccc(C2=[N+]([O-])C(C)(C)C(c3ccc(C)cc3)=[N+]([O-])C2(C)C)cc1,-0.6,0.0,3,17
CCOc1ccccc1CN1CCC(n2nccc2NC(=O)C(OC)c2ccccc2)CC1 (centres undefined),1.4,-0.1,10,8
COC(=O)c1ccc(NS(C)(=O)=O)cc1,0.4,0.0,-1,7
Cn1c(NC(=O)c2ccccc2I)cc(=O)n(C)c1=O,0.0,0.0,3,0
NC(=O)C1CCN(Cn2nc(-c3ccccc3)n(-c3ccccc3)c2=S)CC1,1.5,0.0,1,-7
O=C(CCn1cccc1)NC1CCCc2ccccc21 (centres undefined),1.1,-0.4,-7,-7

Continuation:
Molecule,GPR151 activ,FBW7 act,TEAD-YAP block,MITF primary
CCOn1c(=O)c(=O)n(OC)c2ccccc21,0.3,0.0,-8,14
CCOC(=O)c1c(C)n(C)c2ccc(OC(=O)c3ccoc3)cc12,-0.8,0.0,-1,-7
CC(=O)Nc1ccc(NC(=O)COc2ccc(C(C)C)cc2)cc1,1.6,0.2,-10,9
CCSCCOC(=O)C1=C(C)NC(=O)NC1c1ccc(OCc2ccccc2)cc1 (centres undefined),1.3,0.1,-12,20

2 entries from above, reformatted:
Below each compound – GPR151 activ	FBW7 act	TEAD-YAP block	MITF primary
- Cc1ccc(S(=O)(=O)N2CCC(C)CC2)cc1C(=O)O
→ 0.7	-0.1	-1	-17
- CC(=O)NCCc1ccc(S(=O)(=O)N2CCCCC2)cc1
→ -2.2	0.0	-2	-6
